# High-throughput results: PubChem, National Center for Advancing Translational Sciences (NCATS)
# S2 tox: Viability Counterscreen for Primary qHTS for Inhibitors of ATXN expression. S2 cells (HEK-293 line with an ATXN2-luciferase reporter) viability, CellTiter-Fluor protease fluorescence, 24 h. Potency, µM (highest dose often 56.7 µM), usual class: cytotoxic. 400,000 compounds, 0.49% hits; further: potency means the concentration at half of the fitted maximal effect; nearly all actives have a fitted effect of over 40% in size
# HT1080 IDH1KD tx: qHTS for induction of synthetic lethality in tumor cells producing 2HG: qHTS for the HT-1080-IDH1KD cell line | Potency, µM (series often up to 46.1 µM), without a hit: at the highest dose activity, negative = toxicity, hits mostly cytotoxic | HT-1080 IDH1 knockdown viability, ATP luminescence, 48 h | 360,000 compounds, 2% hits;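 further: potency means the concentration at half of the fitted maximal effect; 0% = DMSO wells and -100% = cell-free medium wells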
#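 CellTiter-Glo luminescence after 48 h compound exposure at 37 degrees C of IDH1-knockdown HT-1080 cells in 5% FBS RPMI. %Activity scaled between DMSO wells and cell-free media wells, with curves fitted and assigned curve classes.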
# MCF10A rerep: A quantitative high throughput screen for small molecules that induce DNA re-replication in MCF 10a normal breast cells. Potency, µM (doses to about 46.1 µM), inactives show at the highest dose activity, positive = re-replication, most hits filed as activators. MCF 10A DNA re-replication, Hoechst nuclear intensity, 48 h. 350,000 compounds, 2.9% hits; further: potency means the concentration at half of the fitted maximal effect; % of control where 0% means no effect; nearly all actives have a fitted effect of over 50% in size
# KB-V1 cytotox: qHTS assay for MDR1-selective chemotherapeutics: Primary screen using the drug-selected MDR subline cells KB-V1; KB-V1 MDR cells viability, CellTiter-Glo, 72 h; AID 1347076, 2019; 400,000 compounds, 3.4% hits; Potency, µM (series often up to 46.1 µM), without a hit: top-dose activity change, negative = cytotoxicity, actives largely listed as cytotoxic; further: potency means the concentration at half of the fitted maximal effect; on the % scale 0 is the no-effect control and ±100 the full control effect; nearly all actives have a fitted effect of over 60% in size
#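 Cells of the MDR subline KB-V1 are plated, dosed with compound at multiple concentrations, and incubated 72 h at 37 degrees C; CellTiter-Glo is then added and luminescence read after 10 min.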
# IL1B secr inh: qHTS for Inhibitors of Inflammasome Signaling: IL-1-beta AlphaLISA Primary Screen; 360,000 compounds, 4.7% hits; activity change, % at 57.5 µM; THP-1 LPS/ATP IL-1B secretion, AlphaLISA, 16 h; stronger effect = lower value; in the data active means activity change below about -50%; inconclusive means mostly about -30% to -49%; further: on the % scale 0 is the no-effect control and ±100 the full control effect
#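 Secreted IL-1B measured by AlphaLISA bead assay after 16 h compound exposure of THP-1 cells; compounds (final up to 57.5 uM) added 1 h before LPS (250 ng/mL) and ATP (1.25 mM) stimulation; lower signal means less secretion.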
# KB-3-1 tox: qHTS assay for MDR1-selective chemotherapeutics: Primary screen using the parental adenocarcinoma cell KB-3-1; KB-3-1 viability, CellTiter-Glo ATP luminescence, 72 h; Potency, µM (highest dose often 46.1 µM), for inactives: at the highest dose activity change, negative = cytotoxic, usual class: cytotoxic; 400,000 compounds, 1.4% hits; AID 1347075, 2019; further: potency means the concentration at half of the fitted maximal effect; on the % scale 0 is the no-effect control and ±100 the full control effect; nearly all actives have a fitted effect of over 60% in size
#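 Cytotoxicity measured as CellTiter-Glo luminescence after 72 h at 37 C. Compound titrations were pinned onto drug-naive KB-3-1 parental adenocarcinoma cells grown in DMEM with 10% FBS, and normalized data fitted to concentration-response curves.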
# HT1080NT lethal: qHTS for induction of synthetic lethality in tumor cells producing 2HG: qHTS for the HT-1080-NT fibrosarcoma cell line. 360,000 compounds, 1.6% hits. Potency, µM (series often up to 46.1 µM), for inactives: at the top dose activity, negative = less viability, hits mostly cytotoxic. AID 686970, 2013. HT-1080-NT fibrosarcoma viability, CellTiter-Glo ATP luminescence, 48 h;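 further: NT is the 2HG producing partner of a matched IDH1 knockdown line; potency means the concentration at half of the fitted maximal effect; 0% = DMSO-treated cells and -100% = media-only wells without cells; nearly all actives have a fitted effect of over 55% in size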
#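 Compounds were tested in concentration-response format on HT-1080-NT cells for 48 hours at 37 degrees C. Cell viability came from CellTiter-Glo luminescence; curves were classified by r2, response magnitude and activity.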
# SW480 rereplic: A quantitative high throughput screen for small molecules that induce DNA re-replication in SW480 colon adenocarcinoma cells. 340,000 compounds, 1.8% hits. SW480 DNA re-replication, Hoechst DNA content imaging, 48 h. Potency, µM (top dose mostly 46.1 µM), inactives show top-dose re-replication activation, most hits filed as activators; further: potency means the concentration at half of the fitted maximal effect; % of control where 0% means no effect; nearly all actives have a fitted effect of over 55% in size
#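 250 cells/well; 23 nL cpd via pin tool; 48 hr, 37 C, 5% CO2; Hoechst 40 min; imager read of total nuclear intensity, ex 405/em 500-530 nm.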
# ATXN2 expr inh: Primary qHTS for Inhibitors of ATXN expression; HEK-293 ATXN2-luciferase reporter, luminescence, 24 h; Potency, µM (highest dose often 57 µM), without a hit: at the top dose activity change, negative = inhibition, hits mostly inhibitors; 360,000 compounds, 0.72% hits; further: potency means the concentration at half of the fitted maximal effect; on the % scale 0 is the no-effect control and ±100 the full control effect; nearly all actives have a fitted effect of over 55% in size
#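 ATXN2-luciferase reporter cells (luciferase flanked by upstream and downstream ATXN2 gene portions) were treated 24 h at 37 °C with compounds at up to 57 uM. SteadyGlo luminescence gave expression; GF-AFC fluorescence gave viability.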
# * hit, by the source's call; i = inactive; ? = inconclusive; · = not tested or not shown; & = joins results of further samples; [ ] = remark or other dose. Unless noted, the call rests on the fitted dose curve; in most records, active means well fitted curve in the direction sought with a large enough effect; inconclusive means small, poorly fitted or top-dose-only effect, or another doubt; inactive means no such curve, though single readings can be large; an effect the other way counts as inactive or inconclusive.
SMILES,S2 tox,HT1080 IDH1KD tx,MCF10A rerep,KB-V1 cytotox,IL1B secr inh,KB-3-1 tox,HT1080NT lethal,SW480 rereplic,ATXN2 expr inh
c1ccc(C2(CN3CCNC[C@H]3Cc3cccc4ccccc34)CC2)cc1,?,-3%,?,-3%,-68*,?,-10%,?,?
COc1cc(/C=N/NC(=O)c2ccncc2)c([N+](=O)[O-])cc1OC,i,4%,1%,8%,12,11%,0%,-14%,·
COc1cc(/C=N/n2cnnc2)ccc1OC(=O)c1ccco1,i,-4%,0%,?,-16,-13%,0%,-3%,-4%
COc1ccc(C)cc1NC(=O)CSc1cccc[n+]1[O-],i,-1%,6%,-18%,1,-3%,-4%,-11%,·
CCCCc1nc(C(N)=O)c2[nH]c(=O)n(-c3ccc(OC)cc3OC)c2n1,i,4%,?,9%,-1,0%,13%,3%,·
COc1cccc(OCc2cc(C(=O)NC(C)c3cnn(C)c3C)no2)c1 (stereo unspecified),i,2%,13%,?,-6,-1%,-1%,13%,26%
c1ccc(-c2noc(CN3CCOCC3)n2)cc1,i,18%,3%,5%,-7,4%,12%,-3%,8%
Cc1ccc2[nH]c3c(c2c1)CCCC3NC(=O)CCl (stereo unspecified),?,9.2µM*,21µM*,?,-100*,-10%,1.3µM*,8.2µM*,?
CCCCCCCCCc1conc1C(=O)/C=C/c1oc2c(c1C)CCC(C)C2 (stereo unspecified),·,?,·,-3%,-13,4%,?,·,·
O=S(=O)(NCCN1CCCC1)c1ccc(Br)cc1,i,2%,102%,-12%,-5,-9%,-9%,?,-43%
O=C(Cn1cnc2ccccc2c1=O)NCC1COc2ccccc2O1 (stereo unspecified),i,1%,-1%,-7%,25,-5%,1%,0%[9.22 µM],4%
COc1ccc(N(C(C)C(=O)N/N=C/c2ccc(OC)c(OC)c2)S(C)(=O)=O)cc1 (stereo unspecified),i,-5%,-5%,11%,0,19%,0%,-4%,-10%
CCc1ccc(NC(=O)Cn2c(=O)ccc3cc(S(=O)(=O)N4CCCC4)ccc32)cc1,i,·,·,?,·,12%,·,·,-2%
CCc1nc(SCC(=O)c2cc(C)ccc2C)n[nH]1,i,?,?,?,-3,11%,-30%,?,0%
O=C(Nc1cc(C(F)(F)F)ccc1Cl)c1noc2c1CCCCC2,i,·,·,0%,·,1%,·,·,9%
COc1ccc(-c2cc(C(F)(F)F)nc(S(=O)(=O)CCCC(=O)Nc3cccnc3Cl)n2)cc1OC,?,10µM*,12µM*,5%,-107*,30%,?,3%,?
OC(COC(c1ccc(Cl)cc1)c1ccc(Cl)cc1)CN1CCc2ccccc2C1 (stereo unspecified),·,?,18µM*,-15%,-80*,1%,21µM*,?,28µM*
COCCN1C2=C(C(=O)CC(C)(C)C2)C(c2ccc(O)c(OC)c2)C2=C1CC(C)(C)CC2=O,?,4%,13%,19%,-3,-13%,2%,-2%,·
O=C(O)c1cc2nc(-c3ccccc3)cc(C(F)(F)F)n2n1,i,1%,-2%,12%,17,1%,0%,-4%,-4%
CC(=O)Nc1ccc(C(=O)/C=C/c2ccco2)cc1,i,0%,22%,-6%,-7,-5%,1%,7%,48%[activator]
CC(C)(C)c1ccc(/C=N/N2CCN(c3ccccn3)CC2)cc1,i,0%,?,?,·,2%,-15%,-2%,-13%
O=S(=O)(c1ccc2ccccc2c1)N1CCN(S(=O)(=O)N2CCOCC2)CC1,i,-15%,2%,-6%,1,-1%,-18%,-3%,-2%
COc1ccc(OC)c(NC(=O)CN2C(=O)C(=O)N(Cc3ccccc3)C2=O)c1,i,4%,-1%,25%,16,-4%,-4%[9.24 µM],-25%,5%
CC(C)NC[C@H](O)COc1ccc(CC(N)=O)cc1,i,8%,-22%&0%,3%,-19,0%,?,-4%&-9%,5%
CC1(C)C(C#N)=C(N)OC2=C1C(=O)CCC2,i,9%,?,-7%,20,16%,-3%,21%,6%
CCn1c(N)c(C(=O)NCCCOC)sc1=S,i,5%,4%,2%,-2,12%,9%,2%,4%
O=C(Nc1ccc(N2CCOCC2)cc1)C1CCCCC1,i,0%,24%,-1%,-20,13%,5%,-2%[9.22 µM],27%
COc1ccc(CN2C(=O)c3ccccc3C2c2nnnn2-c2ccc3c(c2)OCCO3)cc1 (stereo unspecified),i,0%,·,-8%,-19,-5%,-10%,·,-7%
COc1cc(NC(=S)NCCC(c2ccccc2)c2ccccc2)cc(OC)c1,i,?,-8%,-19%,-8,-4%,-28%,?,-12%
CCOCCCNS(=O)(=O)c1ccc(NC(=O)C2CC(=O)N(c3ccc(C)cc3)C2)cc1 (stereo unspecified),i,-3%,1%,4%,-2,-7%,2%,-3%,1%
CSc1c(-c2ccccn2)c(N)nn1C(=O)C1CCC1,i,11%,6%,-6%,2,-6%,11%,-4%[9.22 µM],-12%
CC(=O)Nc1ccc(CN(C)c2c(C)nc3ccc(C(=O)Nc4ccc(Cl)c(Cl)c4)cn23)cc1,?,?,·,-23%,-53*,?,?,·,0%
Cc1cc(C)c2nc(SCC(=O)Nc3ccccc3N3CCOCC3)c(C#N)cc2c1,i,2%,2%,2%,41,8%,5%,-6%,-6%
CCOc1ccccc1Nc1ncccc1C(=O)O,i,-9%,14%,13%,-11,13%,-2%,-3%,7%
Nc1nc(SCc2ccccn2)c2ncn(C3OC(CO)C(O)C3O)c2n1 (stereo unspecified),i,4%,-5%,-6%,29,?,-1%,2%,6%
COc1cc2[nH]c(=O)n(CCCCCC(=O)N3CCN(c4ccccn4)CC3)c(=O)c2cc1OC,i,12%,?,-13%,11,?,-1%,-4%,2%
CCCCn1c(N)c(N(CCOC)C(=O)COC(=O)C(C)Oc2ccc(Cl)cc2)c(=O)[nH]c1=O (stereo unspecified),i,-17%,-2%,12%,-13,-1%,-9%,-5%,-10%
COC(=O)c1cc(S(=O)(=O)N2CCN(C3CCCCC3)CC2)c[nH]1,i,-6%,12%,-26%,-11,2%,-1%,2%,-9%
CC(c1ccccc1)n1c(N2CCN(C)CC2)nc2c1c(=O)[nH]c(=O)n2C (stereo unspecified),?,0%,1%,11%,6,2%,2%,-10%,·
O=C(CCC(=O)c1ccc(F)cc1)NCC1(N2CCCCC2)CCCCC1,i,-2%,16%,7%,-3,-2%,-2%,?,-32%

# Entries of single compounds as entered above. Values in the order: S2 tox, HT1080 IDH1KD tx, MCF10A rerep, KB-V1 cytotox, IL1B secr inh, KB-3-1 tox, HT1080NT lethal, SW480 rereplic, ATXN2 expr inh
# Listed for `CC(=O)Nc1ccc(C(=O)/C=C/c2ccco2)cc1` : i, 0%, 22%, -6%, -7, -5%, 1%, 7%, 48%[activator]
# Listed for `Nc1nc(SCc2ccccn2)c2ncn(C3OC(CO)C(O)C3O)c2n1` (stereo unspecified) : i, 4%, -5%, -6%, 29, ?, -1%, 2%, 6%

# The listing continues.
SMILES,S2 tox,HT1080 IDH1KD tx,MCF10A rerep,KB-V1 cytotox,IL1B secr inh,KB-3-1 tox,HT1080NT lethal,SW480 rereplic,ATXN2 expr inh
CC(=O)N1c2ccc(S(=O)(=O)N3CCC(C(=O)NCc4ccc(F)cc4)CC3)cc2CC1C (stereo unspecified),i,2%,11%,-1%,19,12%,0%,-3%,6%
COc1cccc(/C=N/NC(=O)CN(C)S(=O)(=O)c2ccccc2)c1OC,i,-5%,3%,?,0,?,-1%,-1%,11%
Cc1ccc(C2=CC(=O)C[C@H](c3ccc4c(c3)OCO4)C2)cc1,i,-23%,?,-9%,-2,8%,?,?,12%
Cc1ccc(C(C)C)c(OCC(=O)N2CCN(c3ncccn3)CC2)c1,i,-5%,-1%,?,-9,2%,-3%,-7%,6%
CC1CCN(S(=O)(=O)c2ccc3[nH]c(=O)c(=O)[nH]c3c2)CC1,i,5%,-6%,-8%,0,2%,8%,1%,3%
CCOC(=O)CN1CC23C=CC(O2)C(C(=O)Nc2ccc(OCC)cc2)C3C1=O (stereo unspecified),i,4%,1%,16%,9,2%,-3%,-1%,4%
COc1cc(C(=O)Oc2ccccc2/C=N/NC(=O)c2ccc(C)cc2)cc(OC)c1OC,?,?,?,0%,91,8.2µM*,?,?,-10%
O=C(CCN1C(=O)c2ccccc2C1=O)NC(=S)Nc1ccccc1,i,24%,?,18%,8,3%,22%,-45%[inhibitor],17%
Cc1ccccc1CSCCNC(=O)c1ccc(N(C)S(=O)(=O)c2ccccc2)cc1,i,-11%,21%,13µM*,-3,-29%,0%,13%,-13%
COc1ccc(CNC(=O)COC(=O)c2cnccn2)cc1,i,0%,0%,3%,4,-2%,-11%,1%,6%
COC(=O)c1sc(NC(=O)C2CCCO2)c(C(=O)OC)c1C (stereo unspecified),i,16%,2%,4%,2,25%,25%,-4%,12%
CCOC(=O)C1=C(C)NC(C)=C(C(=O)OCC)C1C(=O)OCC(=O)N1CCOCC1,i,21%,0%,-1%,3,0%,12%,-1%,-6%
CN(C)c1ccc(-c2csc(C(C)(O)c3ccccc3)n2)cc1 (stereo unspecified),i,?,·,-9%,18,-9%,-1%,·,72%[activator]
CC(C)(C)NC(=O)C(c1ccsc1)N(CCc1ccccc1)C(=O)Cn1nnc2ccccc21 (stereo unspecified),i,2%,0%,-12%,26,3%,-6%,2%,-23%
CC(=O)Nc1ccc(-c2nc3cc(Cl)ccc3o2)cc1,i,18%,-12%,4%,-25,15%,8%,?,63%[activator]
CC(NC(=O)C1CCCN1C(=O)OCc1ccccc1)c1ccccc1 (stereo unspecified),i,2%,1%,-1%,5,1%,5%,-2%,·
